Bioassay records deposited in PubChem BioAssay by Broad Institute.
SIRT5 block – SIRT5 desuccinylase inhibitors, primary screen, biochemical, fluorescence imaging, single point, set 5 | AID 652115, 2013 | Purified SirT5, succinyl-peptide AMC, trypsin-coupled fluorescence | NAD-dependent protein deacylase sirtuin-5, mitochondrial (Homo sapiens), Q9NXA8 | inhibition, % at 15 µM | hit rate 1.1% among 330,000; in the data active = inhibition above about 15%; inconclusive = no clear call, values can overlap the other calls
Target sequence (Q9NXA8 whole entry, looked up): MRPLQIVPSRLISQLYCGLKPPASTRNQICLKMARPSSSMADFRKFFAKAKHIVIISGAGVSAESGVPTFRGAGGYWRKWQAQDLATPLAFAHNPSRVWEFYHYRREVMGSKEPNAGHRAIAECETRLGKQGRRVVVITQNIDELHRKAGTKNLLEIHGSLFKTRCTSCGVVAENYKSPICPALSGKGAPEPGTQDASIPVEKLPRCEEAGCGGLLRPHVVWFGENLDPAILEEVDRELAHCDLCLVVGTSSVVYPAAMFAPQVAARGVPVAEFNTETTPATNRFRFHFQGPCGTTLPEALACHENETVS
ERp5 block – inhibitors of ERp5-driven insulin aggregation, primary screen, biochemical, turbidity, absorbance 650 nm, single point; inhibition, % at 9.99 µM; 90 min; hit rate 0.05% among 350,000; AID 651711, 2012; Protein disulfide-isomerase A6 (Homo sapiens), Q15084;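 active = mean replicate inhibition above about 25%, with every replicate also reaching it, limit read from the data, passing the limit was not always enough; inconclusive = only one of those two criteria met; inactive = neither criterion met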
Target sequence (Q15084 whole entry, looked up): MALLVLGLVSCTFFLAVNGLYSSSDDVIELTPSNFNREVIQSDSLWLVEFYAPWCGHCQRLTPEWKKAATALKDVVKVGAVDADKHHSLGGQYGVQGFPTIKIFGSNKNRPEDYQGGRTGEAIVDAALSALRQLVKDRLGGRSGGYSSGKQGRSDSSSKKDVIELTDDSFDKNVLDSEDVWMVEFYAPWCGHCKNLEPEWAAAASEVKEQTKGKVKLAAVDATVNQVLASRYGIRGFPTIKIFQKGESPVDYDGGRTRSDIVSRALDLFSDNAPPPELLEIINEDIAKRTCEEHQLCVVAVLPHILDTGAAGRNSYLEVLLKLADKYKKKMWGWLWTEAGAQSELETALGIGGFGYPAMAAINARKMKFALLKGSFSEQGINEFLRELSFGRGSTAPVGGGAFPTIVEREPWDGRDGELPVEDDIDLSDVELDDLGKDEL
Casp6 inh – human caspase-6 inhibitors, primary screen, biochemical, VEID-R110 fluorescence, single point, set 2. P55212. purified caspase-6, Z-VEID-R110 cleavage fluorescence. inhibition, % at 12.5 µM. hit rate 0.53% among 350,000. AID 686996, 2013;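 active = mean inhibition across replicates at least about 35%, with every replicate also reaching that limit, limit read from the data; inconclusive = only one of the two criteria met; inactive = neither criterion met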;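 note: 0% = median of neutral control wells and 100% = no fluorescence left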
miR-122 sensor – miR-122 Renilla sensor signal increase in Huh7, primary screen, miR-122 inhibitor project, cell-based, single point, plate reader. hit rate 0.3% among 340,000. AID 602342, 2012. activation (reporter increase), % at 12.5 µM. Huh7 miR-122 Renilla luciferase sensor, 48 h; neutral wells = 0, positive control = 100;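 active = mean replicate activation score at least 90 and every replicate individually at or above 90; inconclusive = only one of the two criteria met; inactive = neither criterion met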;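 note: higher luciferase means less miR-122 activity so hits act as miR-122 inhibitors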
ERAP1 inh – human ERAP1 aminopeptidase inhibitors, primary screen, biochemical, single point, plate reader | recombinant ERAP1, Leu-AMC fluorescence, 60 min | inhibition, % at 10.7 µM | hit rate 0.15% among 340,000 | AID 652197, 2013;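 active = mean replicate inhibition of at least 30%, or all replicates individually reaching that 30% level; inactive = mean below 30% and not every replicate reaching it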;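 note: 0% = neutral control wells and 100% = L-leucinethiol positive control wells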
CFTR F508del cor – F508del CFTR correction, initial screen, CFBE line, single point. CFBE cells, YFP halide quenching; stimulated with forskolin plus potentiator P3; % fluorescence drop versus neutral controls. activity (quench increase), % at 7.58 µM. hit rate 0.36% among 350,000. AID 720511, 2013;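 active = mean added fluorescence quench of at least 8% versus neutral control, with both replicates also reaching 8%; inconclusive = only one of the mean or replicate conditions met; inactive = mean below 8% and not both replicates reaching 8%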;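 note: cells transiently co-express mutant CFTR-F508del with the halide-sensitive YFP; corrector assay measuring rescue of mutant channel to the surface after 24 h compound exposure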
DENV2 CPE – inhibitors of DENV2 cytopathic effect, primary screen, cell-based, plate reader, single concentration. DENV2-infected cells, cytopathic effect rescue. CPE inhibition, % at 9.99 µM. hit rate 1.7% among 350,000; in the data active = CPE inhibition above about 20%, passing the limit was not always enough; inconclusive = no clear call, values can overlap the other calls; tested in BHK-21 cells;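 note: 0% = median of neutral control wells and 100% = median of positive control wells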
* marks the source's active call; other numbers are inactive results; ? = inconclusive; · = not tested or not shown; [ ] = dose if it differs, or a comment. Rows are unselected; 4% or so of the library scored in one or more.

SMILES,SIRT5 block,ERp5 block,Casp6 inh,miR-122 sensor,ERAP1 inh,CFTR F508del cor,DENV2 CPE
Cc1ccc(O)c(/C=N/NC(=O)c2[nH]ncc2Br)c1,-1,?,-2,4,-2,0.8,-6
CC(C)NC(=S)NNc1ncnc2sc3c(c12)CC(C)(C)OC3,-3,2,-1,-2,1,-0.1,3
CNC(=O)NC(=O)COc1c(F)c(F)cc(F)c1F,-5,0,-1,·,2,-0.6,2
COc1ccc2c(c1)[C@H]1[C@H](CO2)[C@H](c2ccccc2)[C@]2(C)C(=O)Nc3cc(F)ccc3C(=O)N12,-2,-1,-2,-9,1,3.2,-6
Cc1cccc(Nc2nnc(SCC(=O)NCC3CCCO3)s2)c1 (stereo not given),2,3,1,9,0,-1.6,?
COc1ccc(NC(=O)N(C)C[C@H]2OCCCC[C@H](C)Oc3ccc(NC(=O)CCC(F)(F)F)cc3C(=O)N([C@@H](C)CO)C[C@@H]2C)cc1,5,-1,1,-3[16.7 µM],0,-1.0,-6
Cc1ccc(C(C)C)cc1OCC(=O)Nc1nnc(C2CC2)s1,1,-9,0,3,0,-2.9,13
O=C(NCCN1CCC(n2c(=O)[nH]c3ccccc32)CC1)c1cccnc1Cl,-3,3,-4,·,-5,1.1,5
CC(C)(C)S(=O)N1Cc2cc(C(=O)NCc3ccc4c(c3)OCO4)nc(-c3cccc(-c4cccc(F)c4)c3)c2[C@@H]1CCO (stereo not given in full),2,5,-1,·,-1,1.1,24*
O=C(NCc1cccc(Cl)c1)c1ccc2c(c1)SC1=NS(=O)(=O)CCN12,-3,0,-2,·,20,-0.7,9
NC(=O)/C(=C/c1cccnc1)NC(=O)c1ccccc1,0,-1,0,0,8,1.0,4
COC(=O)[C@]1(C)N[C@H](CN(C)S(=O)(=O)c2ccc(OC(F)(F)F)cc2)[C@@H]2C(=O)N(Cc3ccccc3)C(=O)[C@@H]21,3,5,6,·,0,1.3,-10
COc1ccc(OC)c(S(=O)(=O)N2CCCC2C(=O)N2CCc3ccccc3C2)c1 (stereo not given),-1,-12,2,0,0,1.4,-2
C[C@@H]1CCCCO[C@@H](CN(C)S(=O)(=O)c2ccccc2)[C@H](C)CN([C@H](C)CO)C(=O)c2cc(NS(=O)(=O)c3cn(C)cn3)ccc2O1,-8,1,-1,2[16.7 µM],0,2.2,0
CCOc1ccc(C2NC(=O)NC(c3ccccc3)=C2C(C)=O)cc1OC (stereo not given),1,-4,-4,2,4,-0.1,-4
COc1cc(S(=O)(=O)NCc2ccncc2)c(OC)cc1C,-5,2,-1,·,-1,-0.5,-6

An excerpt from above with just DENV2 CPE, CFTR F508del cor and ERp5 block.
Molecule,DENV2 CPE,CFTR F508del cor,ERp5 block
NC(=O)/C(=C/c1cccnc1)NC(=O)c1ccccc1,4,1.0,-1
COC(=O)[C@]1(C)N[C@H](CN(C)S(=O)(=O)c2ccc(OC(F)(F)F)cc2)[C@@H]2C(=O)N(Cc3ccccc3)C(=O)[C@@H]21,-10,1.3,5
COc1ccc(OC)c(S(=O)(=O)N2CCCC2C(=O)N2CCc3ccccc3C2)c1 (stereo not given),-2,1.4,-12
C[C@@H]1CCCCO[C@@H](CN(C)S(=O)(=O)c2ccccc2)[C@H](C)CN([C@H](C)CO)C(=O)c2cc(NS(=O)(=O)c3cn(C)cn3)ccc2O1,0,2.2,1
CCOc1ccc(C2NC(=O)NC(c3ccccc3)=C2C(C)=O)cc1OC (stereo not given),-4,-0.1,-4
COc1cc(S(=O)(=O)NCc2ccncc2)c(OC)cc1C,-6,-0.5,2

Next results
SMILES,SIRT5 block,ERp5 block,Casp6 inh,miR-122 sensor,ERAP1 inh,CFTR F508del cor,DENV2 CPE
O=C(CNC(=O)c1ccccc1F)NCCc1ccc(Cl)cc1,3,5,-1,2,-1,-2.0,0
COC(=O)NC(NC(=S)Nc1ccc([N+](=O)[O-])cc1)C(Cl)(Cl)Cl (stereo not given),2,6,6,5,-115,-1.6,2
Cc1ccccc1NC(=O)c1cc2c(=O)n3cccc(C)c3nc2s1,-3,4,1,·,4,-1.8,-1
O=C(CCCN1C(=O)/C(=C\c2cccs2)SC1=S)Nc1cc([N+](=O)[O-])ccc1O,-2,-4,4,·,-1,0.4,13
CO[C@H]1CC[C@@H]2CCOc3c(C#N)cccc3C(=O)N(C)CC3(CCCCC3)CC(=O)N(C)C[C@H]1O2,0,0,-1,·,2,1.9,3
COC(=O)[C@H]1[C@H](CO)[C@H]2Cn3c(ccc(/C=C/c4ccccc4)c3=O)[C@H]2N1C(=O)c1cnccn1,13,7,2,-7[16.7 µM],1,1.0,-7
O=[N+]([O-])c1ccc(N=Nc2c(Cl)cc(O)cc2Cl)cc1,2,-5,6,-25,2,10*,-2
O=C(O)Cc1ccc(S(=O)(=O)N2CCCC2)s1,·,-6,32,-2,-3,-0.7,-1

Part of the list above, as labelled records:
CC(C)NC(=S)NNc1ncnc2sc3c(c12)CC(C)(C)OC3
  SIRT5 block = -3	ERp5 block = 2	Casp6 inh = -1	miR-122 sensor = -2	ERAP1 inh = 1	CFTR F508del cor = -0.1	DENV2 CPE = 3
CNC(=O)NC(=O)COc1c(F)c(F)cc(F)c1F
  SIRT5 block = -5	ERp5 block = 0	Casp6 inh = -1	miR-122 sensor = ·	ERAP1 inh = 2	CFTR F508del cor = -0.6	DENV2 CPE = 2
COc1ccc2c(c1)[C@H]1[C@H](CO2)[C@H](c2ccccc2)[C@]2(C)C(=O)Nc3cc(F)ccc3C(=O)N12
  SIRT5 block = -2	ERp5 block = -1	Casp6 inh = -2	miR-122 sensor = -9	ERAP1 inh = 1	CFTR F508del cor = 3.2	DENV2 CPE = -6

Following part:
SMILES,SIRT5 block,ERp5 block,Casp6 inh,miR-122 sensor,ERAP1 inh,CFTR F508del cor,DENV2 CPE
O=CNc1cc2c(cc1Br)-c1ccccc1C2O (stereo not given),·,-3,-2,12,-1,7.7,-6
Cc1ccc(-c2nc(NC(=O)CSc3nnc(C)s3)ns2)cc1,·,-2,0,-4,·,2.0,-1
O=C(C[C@H]1CC[C@@H]2[C@H](COC[C@@H](O)CN2S(=O)(=O)c2cccc(Cl)c2)O1)N1CCOCC1,-4,12,0,7[16.7 µM],-2,0.4,12
Cc1ccccc1NC(=O)C(C)OC(=O)c1ccccc1C(=O)N(C)c1ccccc1 (stereo not given),0,-4,4,4,1,-0.4,-1
COc1ccc(CN(C)C[C@@H]2OCCCC[C@H](C)Oc3ccc(NS(=O)(=O)c4cccs4)cc3C(=O)N([C@H](C)CO)C[C@@H]2C)cc1,-3,-11,0,-13[16.7 µM],4,1.7,?
O=C(Nc1ccc(F)cc1)N[C@H]1C=C[C@@H](CC(=O)N2CCCCC2)O[C@H]1CO,4,-3,0,·,0,1.9,2
O=C(Cn1[nH]c(=O)c2ccccc2c1=O)OCC(=O)c1ccc(F)c(F)c1,-3,4,1,-1,1,0.4,3
CN(C)C(=O)Nc1ccccc1,-2,1,-2,-4,-1,2.2,0
Cc1cccc(N2CCN(C(=O)c3ccc(-n4cncn4)c([N+](=O)[O-])c3)CC2)c1C,0,-7,5,·,3,-0.1,1
